Nrf2 block – blocks Nrf2 signaling | Potency, µM (top dose mostly 46 µM), without a hit: at the highest dose activity change, negative = inhibition, hits mostly inhibitors | A549 ARE-Fluc reporter, luciferase luminescence, 18-24 h | AID 504444 | 360,000 compounds, 2.1% hits; also: potency is read from the fitted curve at half-maximal effect; % is scaled to controls: 0 for no effect and ±100 for the full control effect; nearly all actives have a fitted effect of over 60% in size
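Nrf2 activity is the BugLite luminescence, read 15 min after reagent at room temperature, following CellTiter-Fluor cytotoxicity readout (30 min, 37C). Compound titrations were applied for 18-24 h to 5000 A549 ARE_Fluc cells/well in 5% FBS OPTI-MEM.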
CCT chaperon mod – cytosolic chaperonin activity modulation; 360,000 compounds, 0.3% hits; purified chaperonin ATPase assay, HTRF ADP detection, 30 min; activity change, % (no concentration beside the values), hits read low; in the data active = activity change below about -30%; also: % is scaled to controls: 0 for no effect and ±100 for the full control effect
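ATPase activity: ADP formed was measured by HTRF Transcreener (665/615 nm ratio) after 30 min at 37 deg C with 10 uM ATP. Compounds screened at one 76 uM concentration against 40 or 20 nM TRiC in Tris pH 7.4/KCl/MgCl2/DTT buffer.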
S2 tox – viability counter-screen for ATXN expression inhibitors. Potency, µM (top dose mostly 56.7 µM), actives largely listed as cytotoxic. 400,000 compounds, 0.49% hits. S2 cells (HEK-293 line with an ATXN2-luciferase reporter) viability, CellTiter-Fluor protease fluorescence, 24 h. AID 651635; also: potency is read from the fitted curve at half-maximal effect; nearly all actives have a fitted effect of over 40% in size
MmCpn inh – M. maripaludis TRiC chaperonin inhibition; AID 504842; purified Mm-Cpn ATPase, ADP Transcreener TR-FRET; Potency, µM (series often up to 76.9 µM), for inactives: top-dose activity, negative = inhibition, usual class: inhibitors; 330,000 compounds, 0.031% hits; also: potency is read from the fitted curve at half-maximal effect; % is scaled to controls: 0 for no effect and ±100 for the full control effect; nearly all actives have a fitted effect of over 80% in size
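Purified archaeal chaperonin (25 nM final) was preincubated with compound for 10 min at 37°C, then ATP (10 uM final) was added for 30 min at 37°C in Tris pH 7.4/KCl/MgCl2/DTT buffer. ADP was quantified by HTRF Transcreener TR-FRET.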
pAkt inh – Akt phosphorylation inhibition | 360,000 compounds, 0.32% hits | Neuro2A IGF-stimulated pAkt S473 HTRF, 20 min; hits give low values | AID 651550 | activity change, % for hits at 50 µM; in the data active = activity change below about -80%; inconclusive = mostly about -51% to -80%; also: % is scaled to controls: 0 for no effect and ±100 for the full control effect
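Neuro2A cells in DMEM with 0.5% FBS, overnight at 37 deg C, given compound at single 50 µM final, then IGF (6 nM final) for 20 min at 37 deg C. Lysed; phospho-Akt Ser473 by HTRF after 24 h, 665/615 ratio.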
TGFb SMAD3 inh – TGF-b pathway inhibition; HepG2 CAGA-GFP TGF-b/SMAD3 reporter, GFP fluorescence, 18 h; TGF-beta stimulated, 500 pg/mL final; Potency, µM (titrated, usually from 46.1 µM), for the others: at the highest dose activity, negative = inhibition, most hits filed as inhibitors; 410,000 compounds, 1.2% hits; AID 588855; also: potency is read from the fitted curve at half-maximal effect; % is scaled to controls: 0 for no effect and ±100 for the full control effect; nearly all actives have a fitted effect of over 65% in size
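Smad-responsive CAGA-GFP expression was quantified in HEPG2 cells exposed to compounds and 500 pg/mL final TGF-beta for 18 h at 37 degrees C; unstimulated wells defined full inhibition.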
HepG2 tox – counter-screen for TGF-b inhibitors: cytotoxicity in HepG2 cells. Potency, µM (titrated, usually from 46.1 µM), for the others: top-dose activity change, negative = cytotoxicity, actives largely listed as cytotoxic. AID 588856. HepG2 CAGA-GFP viability, ATP luminescence, 18 h. 410,000 compounds, 0.76% hits; also: potency is read from the fitted curve at half-maximal effect; some results filed as inactive show a strong effect at the top dose
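HepG2 CAGA-GFP cells (1000/well, DMEM with 1% FBS) received compound, then TGF-beta at 500 pg/mL final, and were incubated 18 hours at 37 degrees C. Viability was read by CellTiter-Glo luminescence. Media-only wells were set as complete cell-killing and DMSO as no toxicity.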
A549 viability – A549 cytotoxicity, counter-screen for Nrf2 inhibitors | A549 ARE-Fluc cells, CellTiter-Fluor viability, 18-24 h | Potency, µM (series often up to 46 µM), for inactives: top-dose activity change, negative = cytotoxicity, actives largely listed as inhibitors | 390,000 compounds, 0.16% hits | AID 504648; also: potency is read from the fitted curve at half-maximal effect; % is scaled to controls: 0 for no effect and ±100 for the full control effect
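A549 ARE-Fluc cells in 5% FBS OPTI-MEM, 5000 cells/well, rested 2 h then exposed to compounds in concentration-response for 18-24 h at 37 °C. Viability by CellTiter-Fluor fluorescence (Ex 405/Em 525) after 30 min; luciferase luminescence (BugLite, 15 min, RT) read afterwards.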
Nrf2 ARE act – activators of Nrf2 (ARE) signaling; Potency, µM (titrated, usually from 46.1 µM), for the others: at the highest dose activation, actives largely listed as activators; AID 624171; 410,000 compounds, 0.31% hits; AREc32 ARE-luciferase reporter (MCF7-derived line), luminescence, 24 h; also: potency is read from the fitted curve at half-maximal effect; % of control where 0% means no effect; nearly all actives have a fitted effect of over 65% in size
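Cells of the AREc32 ARE-luciferase line are plated in OPTI-MEM containing 5% FBS and left overnight at 37 deg C. Compounds are pinned in, incubation continues 24 hr, and firefly luciferase signal is then measured.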
The depositor's hits bear a star; i = inactive; ? = inconclusive; · = not tested or not shown; & = joins results of further samples. Unless noted, calls follow the shape of the dose curve; as a rule, active = well fitted curve in the direction sought with a large enough effect; inconclusive = small, poorly fitted or top-dose-only effect, or another doubt; inactive = no such curve, though single readings can be large; an effect the other way counts as inactive or inconclusive.

compound	Nrf2 block	CCT chaperon mod	S2 tox	MmCpn inh	pAkt inh	TGFb SMAD3 inh	HepG2 tox	A549 viability	Nrf2 ARE act
COc1ccccc1CNC(=O)c1cnc2sccn2c1=O	6%	-0.8	i	-3%	i	14%	-22%	15%	2.0%
COc1cccc(N2CCN(c3nc(C)cc(=O)[nH]3)CC2)c1	-1%	-0.2	i	-1%	i	-10%	-2%	1%	0.0%
N#Cc1nc(-c2ccccc2)oc1N1CCC(C(N)=O)CC1	5%	-1.0	i	-7%	i	4%	-5%	3%	0.5%
CCC1Nc2ncnc(N3CCOCC3)c2N(Cc2ccc(Br)cc2)C1=O (configuration not stated)	-10%	-2.1&0.2	i	-3%	i	-2%&17%	-16%&6%	0%	-0.2%&0.8%
CN1CCN(CC(=O)Nc2nc3ccccc3s2)CC1	2%	-1.0	i	-1%	i	8%	-2%	-1%	0.8%
Cc1ccc(-c2noc(-c3ccno3)n2)cc1	?	-3.3	i	-1%	i	-7%	-92%	5%	0.2%
O=C(O)c1cccc(NC(=O)c2cccc(S(=O)(=O)N3CCc4ccccc4C3)c2)c1	-3%	-0.3	i	1%	i	-1%	-2%	4%	-0.6%
CN(C(=O)c1cccc(NC(=O)Cc2ccc(NC(=O)C3CCCN(C(=O)c4ccccc4)C3)cc2)c1)C1CCCC1 (configuration not stated)	3%	0.8	i	·	i	?	-11%	4%	4.2%
COc1ccc(N2CCN(CCCNC(=O)CCC(=O)N3CCOc4ccc(Cl)cc43)CC2)cc1	3%	-1.5	i	2%	i	-9%	-24%	-3%	3.0%
CCN1CCN(C(=O)c2ccc3c(=O)n(CCC4=CCCCC4)c(=O)[nH]c3c2)CC1	-3%	0.2	i	0%	i	-14%	-35%	0%	3.7%

(listing goes on)
compound	Nrf2 block	CCT chaperon mod	S2 tox	MmCpn inh	pAkt inh	TGFb SMAD3 inh	HepG2 tox	A549 viability	Nrf2 ARE act
COCCn1c(C)cc(C2=NNC(=NC3CC3)SC2)c1C	0.58µM*	-1.9	?	2%	i	8%	10µM*	-9%	-2.8%
Cc1ccc(C)c(NC(=O)CSc2nnc([C@@H]3CCCN3C(=O)OC(C)(C)C)o2)c1	-16%	-1.8	i	0%	i	-29%	-18%	-5%	-0.7%
CC(=O)OC(C(=O)NCc1ccco1)c1ccncc1 (configuration not stated)	13%	1.5	i	1%	i	2%	7%	1%	0.5%
CC(C)NC(=O)CCCc1cn(C)c2ccccc12	-10%	-0.3	i	1%	·	3%	0%	0%	0.3%
CCn1cc(C(=O)NCC2CCCO2)c(=O)c2cc(F)c(N3CCN(C)CC3)cc21 (configuration not stated)	1%	-0.5	i	0%	·	-3%	-4%	-5%	0.4%
O=C1NCCN/C1=C\C(=O)c1ccc(F)cc1	15%	-1.8	i	1%	i	17%	34%	-15%	5.3%
N#C/C(=C\c1c(N(Cc2ccccc2)Cc2ccccc2)nc2ccccn2c1=O)C(N)=O	-8%	-2.7	?	-2%	i	0%	-14%	-20%	0.7%
Cc1cc(C)nc(/N=C(\N)Nc2ccc(OCc3ccccc3)cc2)n1	-5%	-0.4	?	1%	i	0.25µM*	-24%	-1%	0.0%
CC(=O)C1=C(C)NC(SCC(N)=O)=C(C#N)C1c1ccco1 (configuration not stated)	2%	-2.3	i	0%	i	5%	0%	2%	-0.1%
Cc1ccc(S(=O)(=O)c2nc(-c3cccs3)oc2SCC(N)=O)cc1	-16%	-2.2	i	-5%	i	7%	2%	-1%	0.4%

Continued.
compound	Nrf2 block	CCT chaperon mod	S2 tox	MmCpn inh	pAkt inh	TGFb SMAD3 inh	HepG2 tox	A549 viability	Nrf2 ARE act
O=S1(=O)c2ccccc2OC(COCc2ccccc2)CN1C1CC1 (configuration not stated)	29%	-0.8	i	4%	i	-17%	7%	12%	3.2%
OCCCc1nc2ccccc2n1CCCCOc1ccccc1	?	1.4	?	1%	i	?	-35%&-26%	3%&7%	3.6%&7.2%
COc1cccc(C(C)(O)c2nc(-c3ccc(F)cc3OC)cs2)c1 (configuration not stated)	·	-0.9	i	·	i	2%	-15%	·	4.1%
CCOC(=O)N1CCN(C(=O)C[C@@H]2C[C@@]3(C(=O)OCC)CCC=C3N(Cc3cccc4ccccc34)C2=O)CC1	·	2.1	?	·	i	·	·	·	4.3%
Cc1cccc(Nc2nc(N)nc(CN3CCN(c4ccccc4F)CC3)n2)c1	14%	-0.8	i	·	i	-22%	-16%	-1%	3.7%
CCc1c(O)nc(SCC(=O)Nc2ccccc2)n(-c2ccccc2C)c1=O	·	1.5	i	·	i	-2%	-2%	·	0.4%
Cn1c(CCN2CCCCC2)nc2cc([N+](=O)[O-])ccc21	-13%	4.4	i	0%	i	-1%	-3%	2%	5.5%
FC(F)(F)c1cnc(-c2cnc3c(-c4ccc(Cl)cc4)cnn3c2)c(Cl)c1	4%	-1.4	i	-2%	i	7%	0%	0%	-0.9%
O=C(CCCC(=O)c1ccc(O)cc1)c1ccc(O)cc1	?	-2.0	i	1%	i	1%	-1%	-3%	-0.3%
CCC1CCCCN1C(=O)CSc1nc(N)cc(=O)[nH]1 (configuration not stated)	-4%	-2.4	i	-5%	i	6%	23%	2%	-0.4%

More results
compound	Nrf2 block	CCT chaperon mod	S2 tox	MmCpn inh	pAkt inh	TGFb SMAD3 inh	HepG2 tox	A549 viability	Nrf2 ARE act
CCN(CC)S(=O)(=O)c1ccc(C2=NOC3(C2)N(C)c2ccccc2C3(C)C)cc1 (configuration not stated)	?	-0.2	i	-2%	i	-9%	5%	-8%	-0.2%
Cc1ccc(Cn2c(SCc3ccc(C(=O)NC4CCCCC4)cc3)nc3ccncc32)cc1	21µM*	·	?	·	·	?	-29%	-16%	3.8%
CCCCNCC(O)(c1ccc(Cl)cc1)c1ccc(Cl)cc1	-2%	-1.8	?	-1%	i	-9%	-4%	0%	2.4%
CCn1cc(CN2CCC(n3nccc3NC(=O)CCCc3ccccc3)CC2)cn1	4%	-1.9	i	-3%	i	0%	0%	-2%	-0.1%
CCCOc1ccc(OCC(=O)c2[nH]c(C)c(C(C)=O)c2C)cc1	·	-1.0	i	0%	·	-4%	4%	-24%	1.7%
Cc1ccc(NC(=O)CCCn2nc(C)c3c(C)n(-c4ccccc4)nc3c2=O)cc1Cl	?	·	·	·	·	3%	23%	0%	0.5%
O=C(N/N=C/c1ccccc1)c1cc[n+]([O-])cc1	-4%	-1.4	i	2%	i	-1%	-1%	2%	2.3%
CSc1nc(Nc2ccc(F)cc2)cc(-c2ccccc2)n1	?	·	·	·	·	?	-48%	?	?
Cc1ccc(NC(=O)C2CCCN2S(=O)(=O)c2cccc3cccnc23)cc1 (configuration not stated)	-19%	·	·	·	·	?	-15%	2%	0.2%
O=C(CCc1ccccc1)NN1C(=O)C2C3C=CC(C3)C2C1=O (configuration not stated)	-10%	-6.4	i	2%	i	17%	-4%	9%	0.3%

(cont.)
compound	Nrf2 block	CCT chaperon mod	S2 tox	MmCpn inh	pAkt inh	TGFb SMAD3 inh	HepG2 tox	A549 viability	Nrf2 ARE act
COC(=O)C1=C(C)N(Cc2ccco2)C(=O)/C1=C\c1ccc([N+](=O)[O-])cc1	-2%	1.0	?	2%	i	?	-41%	-7%	?
CCN(C(=O)C(C)N1C(=O)/C(=C/c2cccs2)SC1=S)C1CCS(=O)(=O)C1 (configuration not stated)	?	-1.0	?	-1%	·	?	-33%	2%	4.0%
CCCCN(C)C(=O)c1nc2ccccn2c1CNCCCn1nnc2ccccc21	-1%	-3.0	i	2%	i	4%	21%	-1%	-0.4%
O=C(O)/C(=C\c1cccs1)c1ccccc1	1%	-0.5	i	1%	i	10%	-10%	11%	3.0%
Cc1c(C=C(C#N)c2ccc([N+](=O)[O-])cc2)c(=O)n(-c2ccccc2)n1C	-26%	3.1	?	·	i	13%	-6%	?	-0.8%
Cc1ccc(C(=O)Nc2ccc(NC(=O)c3ccco3)c(C)c2)cc1	?	-1.0	i	1%	i	0%	-2%	-9%	-0.6%
CS(=O)(=O)N1CCC(C(=O)NNC(=O)Nc2ccc(F)c(Cl)c2)CC1	2%	-22	i	-2%	i	?	-25%	13%	-0.7%
O=C(CCC1CCCC1)Nc1ccon1	0%	-1.7	i	0%	i	-12%	-2%	-3%	0.0%
COc1ccc(-c2nn(CCC(=O)O)cc2/C=C2\SC(N)=NC2=O)cc1	13%	-0.2	i	0%	i	1%	-4%	-1%	-0.5%
O=C(Nc1ccc(C(=O)O)cc1)/C(=C\C=C\c1ccccc1)NC(=O)c1ccc(Br)cc1	20%	-1.8	i	-6%	i	-24%	-26%	-5%	3.1%

Continuation.
compound	Nrf2 block	CCT chaperon mod	S2 tox	MmCpn inh	pAkt inh	TGFb SMAD3 inh	HepG2 tox	A549 viability	Nrf2 ARE act
NC(=O)CSc1nnc2n(-c3ccccc3)c(=O)c3c4c(sc3n12)CCCCC4	-22%	1.3	?	-1%	i	1%	-13%	-14%	0.1%
O=C1CC(N2CCN(Cc3ccc4c(c3)OCO4)CC2)C(=O)N1CCc1ccccc1 (configuration not stated)	?	-0.9	i	1%	i	25%	-32%	-2%	-0.7%
COc1ccc(C2C(C(=O)Nc3cccc(OC)c3)c3ccccc3C(=O)N2C)cc1 (configuration not stated)	23%	1.4	i	-5%	i	-27%	-25%	0%	0.2%
COc1ccc(OC)c(NC(=O)c2cc(=O)c3c(C)cc(C)cc3o2)c1	11%	·	i	·	·	2%	1%	-3%	-0.7%
COc1ccc(CCNC(=O)c2cc3c(=O)n4cccc(C)c4nc3s2)cc1OC	?	0.4	i	-1%	i	13%	-9%	0%	-0.3%
NC(=O)CSc1nnc(Cc2cccs2)n1C1CCCCC1	6%	-3.7	?	3%	i	2%	-4%	-1%	0.1%

Screening data as filed in PubChem BioAssay.
